MsrA act: bovine methionine sulfoxide reductase A activation | purified bovine MsrA, absorbance read-out | activation, % at 10.6 µM | actives 0.3% (n = 360,000) | AID 602163; in the data active = activation above about 7.5%;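 also: 0% = vehicle and 100% = reference activator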
MsrA inhibitor: inhibitors of bovine MsrA; purified bovine MsrA, absorbance read-out; inhibition, % at 15.5 µM; actives 0.75% (n = 360,000); AID 651718; in the data active = inhibition above about 4.5%;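 also: 0% = vehicle wells with enzyme and 100% = reference inhibitor wells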
SUMO1 PPI mod: modulators of human SUMO1-mediated protein-protein interactions | inhibition, % at 20 µM | AID 602429 | SUMO1 binding to a labelled peptide, TR-FRET, 1 h | P63165 | actives 0.33% (n = 360,000); in the data active = inhibition above about 37%
Target sequence (P63165 whole entry, looked up): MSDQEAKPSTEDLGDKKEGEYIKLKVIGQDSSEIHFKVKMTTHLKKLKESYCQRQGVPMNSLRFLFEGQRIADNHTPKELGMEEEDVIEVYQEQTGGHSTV
STEP block: blocks human striatal-enriched tyrosine phosphatase. P54829. actives 0.25% (n = 360,000). recombinant STEP, OMFP fluorogenic substrate, fluorescence. inhibition, % at 20 µM;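 active = inhibition at 20 µM, scaled per plate between control wells, above about 37%, limit read from the data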;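 also: 0% = DMSO with enzyme and substrate and 100% = substrate only without enzyme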
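Test system: STEP tyrosine phosphatase / Reagent: OMFP at 25 µM / Doses: 20 µM, 1% DMSO / Read-out: percent inhibition scaled to no-enzyme and uninhibited-enzyme controls, plate-pattern corrected / Detection: FITC-channel fluorescence of OMFP product / Medium: Bis-Tris buffer pH 6.0, 2.5 mM DTT, 0.005% Tween 20 / Schedule: 20 min at room temperature, dark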
TbMetRS inhib: blocks T. brucei methionyl-tRNA synthetase activity | purified T. brucei MetRS, ATP depletion, Kinase-Glo luminescence | actives 0.4% (n = 360,000) | inhibition, % at 11.9 µM | AID 624268;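 active = inhibition above a per-plate cutoff of the control wells' mean inhibition plus 3 SD, cut at about 5.5% in these data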;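 also: 0% = DMSO wells median and 100% = median of wells with control inhibitor compound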
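Material: parasite MetRS enzyme / Replication: singlicate, one well per compound / Signal: luminescence of leftover ATP / Schedule: 2 h aminoacylation at 25 °C after 15 min preincubation / Medium: HEPES-MgCl2-KCl buffer plus DTT, spermine, BSA, pyrophosphatase / Doses: 11.9 µM single point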
Scp-1 inhibitor: inhibitors of human Scp-1 phosphatase | Recombinant Scp1, phosphopeptide, malachite green phosphate absorbance | inhibition, % at 20 µM | actives 0.88% (n = 340,000);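 active = inhibition above about 50% at 20 µM, limit read from the data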;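 also: plate controls were DMSO wells with enzyme for no effect and wells lacking enzyme for full effect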
Target sequence (Q9GZU7 76-261 limits assumed): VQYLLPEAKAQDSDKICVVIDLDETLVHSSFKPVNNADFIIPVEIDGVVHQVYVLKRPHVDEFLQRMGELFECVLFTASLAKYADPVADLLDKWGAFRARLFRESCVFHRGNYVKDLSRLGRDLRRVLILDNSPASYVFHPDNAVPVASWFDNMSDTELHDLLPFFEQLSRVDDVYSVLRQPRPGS
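Material: truncated SCP-1 phosphatase (76-261aa) / Buffer or medium: 50 mM Tris acetate pH 5.5, 0.005% Tween-20, 10 mM MgCl2 / Compound dosing: one concentration, 20 µM, with 1.0% DMSO / Incubation: 45 min room-temperature reaction, 5 min colour, 30 min stabiliser / Detection: colorimetric free-phosphate detection, absorbance 630 nm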
DNMT1 inh: inhibitors of human DNMT1; P26358; DNMT1 molecular beacon, Hinp1I cleavage, fluorescence; inhibition (reported as % activation of signal), % at 10 µM; actives 0.83% (n = 360,000); in the data active = inhibition above about 50%
CendR NRP1 mod: alters CendR peptide binding to human NRP-1; AID 602438; O14786; FAM-RPARPAR peptide binding to NRP-1, fluorescence polarization; inhibition, % at 25 µM; actives 0.85% (n = 360,000);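 active = inhibition or corrected inhibition above about 18%, plus a signal ratio from 0.5 to 1.5, limit read from the data, passing the limit was not always enough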; also: strong numbers were not always called active
eLon inh: inhibits E. coli Lon protease | purified E. coli Lon protease, fluorescence polarization | inhibition, % at 7.94 µM | actives 0.42% (n = 360,000) | AID 602123; in the data active = inhibition above about 13%, passing the limit was not always enough;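 also: 0% = enzyme with probe and DMSO and 100% = no enzyme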
Target sequence (P0A9M0 whole entry, looked up): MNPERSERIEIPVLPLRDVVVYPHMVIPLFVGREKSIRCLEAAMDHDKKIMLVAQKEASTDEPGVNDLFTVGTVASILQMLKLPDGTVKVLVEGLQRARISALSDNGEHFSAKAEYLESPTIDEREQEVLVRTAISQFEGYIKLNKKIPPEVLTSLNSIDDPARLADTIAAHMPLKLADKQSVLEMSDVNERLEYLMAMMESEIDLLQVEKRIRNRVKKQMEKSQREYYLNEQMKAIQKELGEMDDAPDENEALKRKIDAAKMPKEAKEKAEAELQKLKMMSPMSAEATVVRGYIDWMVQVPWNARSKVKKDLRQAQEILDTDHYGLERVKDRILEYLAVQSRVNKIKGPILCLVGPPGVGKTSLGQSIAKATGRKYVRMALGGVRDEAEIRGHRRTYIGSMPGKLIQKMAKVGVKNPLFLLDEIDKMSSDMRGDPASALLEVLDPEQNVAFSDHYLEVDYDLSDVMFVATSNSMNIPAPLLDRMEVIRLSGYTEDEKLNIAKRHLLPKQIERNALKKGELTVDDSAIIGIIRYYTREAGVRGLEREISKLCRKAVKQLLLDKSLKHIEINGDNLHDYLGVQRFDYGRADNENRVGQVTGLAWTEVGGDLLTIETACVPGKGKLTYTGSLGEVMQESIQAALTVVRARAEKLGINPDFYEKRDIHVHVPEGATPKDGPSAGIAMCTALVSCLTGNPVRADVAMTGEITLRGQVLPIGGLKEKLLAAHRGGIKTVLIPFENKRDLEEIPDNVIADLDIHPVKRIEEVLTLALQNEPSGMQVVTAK
LMPTP inh: LMPTP (human) inhibition; actives 0.22% (n = 360,000); recombinant LMPTP-A, OMFP fluorogenic substrate, fluorescence intensity; inhibition, % at 20 µM; P24666;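 active = compounds that cut the enzyme signal by at least half of the control window in the single-dose screen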;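 also: plate controls were DMSO wells with enzyme plus substrate for no effect and substrate without enzyme for full effect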
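Test system: LMPTP-A, protein tyrosine phosphatase of low molecular weight; Input: 0.625 nM enzyme; Incubation: 50 min dark incubation at room temperature; Signal: endpoint fluorescence intensity from OMFP dephosphorylation; Read-out basis: % inhibition versus control wells.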
The depositor's hits bear a star; · = not tested or not shown.

SMILES	MsrA act	MsrA inhibitor	SUMO1 PPI mod	STEP block	TbMetRS inhib	Scp-1 inhibitor	DNMT1 inh	CendR NRP1 mod	eLon inh	LMPTP inh
CC(=O)Nc1ccc(NC(=O)CSc2nnc3ccc(-c4cccnc4)nn23)cc1	-3	0.2	-7	2	0.2	-3	-2	-9	-2	0.3
Cc1ccc(O)c(NC(=S)NC(=O)c2ccc(-c3ccc(Cl)cc3)o2)c1	-7	2.2	1	5	-0.6	-17	-11	9	1	2.4
O=C(COC(=O)COc1cccc2ccccc12)NCC(F)(F)F	0	-0.7	-2	-1	-1.1	-5	-1	-4	3	-1.3
Cc1cc(=O)oc2cc(OC(C(=O)O)c3ccccc3)ccc12 (stereo not drawn)	-13	2.4	4	-4	-1.6	21	3	4	-6	-0.2
COc1cc(/C=C/C(=O)O)cc(S(=O)(=O)NNC(=O)c2cc(C)oc2C)c1OC	-12	1.8	4	-1	-0.4	53*	18	-16	-5	-1.0
CCc1ccc(CN(C(=O)c2cccs2)C2CCS(=O)(=O)C2)cc1 (stereo not drawn)	-1	1.0	0	1	-0.4	-5	1	-1	-2	-1.2
O=C(CN(CC1CCCO1)C(=O)CCC(=O)Nc1ccccn1)NCc1ccccc1 (stereo not drawn)	-2	-2.4	-1	0	0.3	-2	8	7	0	0.1
O=C(Nc1cc([N+](=O)[O-])ccc1F)c1cccs1	2	-1.2	-15	-2	0.1	-5	-1	-2	1	-0.4
Cc1ccccc1NC(=S)NC(NC(=O)c1ccco1)C(Cl)(Cl)Cl (stereo not drawn)	-6	-0.6	2	0	-0.6	-7	-1	13	-1	-0.3
Nc1ccccc1Nc1nc2ccccc2[nH]1	-2	-1.4	0	5	2.5	-7	0	3	-3	7.2
CC(C)CN(C(=O)CN1CCN(S(=O)(=O)c2ccc3ccccc3c2)CC1)c1c(N)n(CC(C)C)c(=O)[nH]c1=O	-6	0.7	-6	-1	-0.6	10	2	2	9	-0.2
COc1ccccc1C(=O)OCC(=O)Nc1ccccc1OC(F)F	-12	1.1	2	-1	-0.8	1	-1	13	1	0.2
COc1ccc(NC(=O)C(c2ccc(OC)cc2)N(Cc2ccco2)C(=O)CC2NC(=O)NC2=O)cc1 (stereo not drawn)	-3	-0.5	0	12	-0.4	-5	0	5	7	-0.5
COc1cc(-c2coc3c(C(=O)NCc4ccccc4)cccc23)ccc1O	-2	0.9	15	-2	-0.2	·	-22	-8	-6	3.4
COc1ccc(-n2c(O)c(C=Nc3ccccc3)c3ccccc3c2=O)cc1	-10	-1.9	20	4	-1.2	-4	0	13	-4	3.6
Cc1cnccc1CNC(=O)C1CCC(=O)N(Cc2ccc(Cl)cc2)C1 (stereo not drawn)	4	-1.3	6	1	0.3	-5	-3	4	0	-0.8
CCSc1nnc(NC(=O)CSc2nnc(Cc3cccn3C)n2-c2ccc(F)cc2)s1	3	-1.0	6	-4	-0.7	-4	1	-5	-5	0.4
CC1(C(=O)NCc2ccccn2)CCN1C(=O)Cc1ccc(Cl)cc1Cl (stereo not drawn)	-7	-0.4	-7	-3	-0.3	·	2	16	-3	4.0
O=C(CC(CC(=O)c1ccccc1)c1ccco1)c1ccccc1	-1	0.8	1	0	-0.2	·	-5	-10	-7	1.4
COc1ccc(Cl)cc1N(C)C(=O)CCc1nc(-c2ccc(C)cc2)no1	-1	1.9	4	4	-0.8	-12	-8	-4	5	4.1
O=S1(=O)CCN(C2CC2)CC1	2	-0.4	1	-3	0.2	·	5	7	-3	-0.8
O=C(O)c1cn(Cc2ccccn2)c(=O)c2ccccc12	-5	1.4	2	-4	-0.1	-7	3	9	-8	-2.5
Cc1cc(N2CCOCC2)ccc1/C=C1/SC(=O)NC1=O	-15	4.5	-14	-6	-1.2	5	2	0	-3	-6.0
Cc1ccc(NC(=O)COCC(=O)Nc2ccc(F)cc2)cc1	0	0.8	-3	-1	-0.6	-5	3	-16	-4	0.8
Cc1cccc(NC(=S)N(CCN(C)C)C(C)c2ccco2)c1 (stereo not drawn)	-2	-1.6	0	3	-0.6	-2	0	-6	6	-1.3
CCCC(C)C(=O)Nc1ccc(S(=O)(=O)Nc2nccs2)cc1 (stereo not drawn)	-7	-1.0	3	7	-0.5	-3	-1	10	-2	-1.5
C=CCN1C(=O)C(C)(C)N(C(C)=O)c2ccccc21	-2	-1.1	3	-3	-0.3	-1	0	13	-7	0.6
Cc1cc(C)cc(NC(=O)CN2C(=O)C3CC=CCC3C2=O)c1 (stereo not drawn)	3	0.2	7	-2	-0.1	-3	-3	12	-9	-0.3
Cc1cc(C)c(S(=O)(=O)c2ccc(C(C)(C)C)cc2)c(Cl)n1	1	3.1	4	1	-0.9	-13	4	10	0	2.5
O=C(CN1CCCC1)Nc1ccc(F)cc1	-1	2.0	-1	-1	0.2	-4	3	-6	-2	0.0
Cc1nn(-c2cccc(C(=O)O)c2)c(C)c1Oc1ccccc1O	-2	0.1	3	3	0.1	13	3	2	-2	-2.6
Cc1ccc(-c2cc(C(=O)NC3=NCCS3)c3ccccc3n2)cc1C	-3	1.1	-2	-3	0.1	2	-12	-6	-6	6.8
O=C(NCC1CCCCC1)c1cccc(Br)c1	-1	0.9	0	-2	-0.1	-6	0	-6	-3	-0.4
O=C1[C@H]2[C@@H](C3CC3)N3C(=O)CN(Cc4ccccn4)C(=O)[C@@]3(Cc3ccccc3)[C@H]2C(=O)N1c1ccccc1	-6	-1.7	-2	-2	-0.3	5	0	-2	0	-1.7
CCOC(=O)C1C(C(=O)OCC)C(C)(C)C1N(C)C (stereo not drawn)	4	-0.3	11	-4	-0.3	·	2	2	12	-0.3
CCOc1ccc([C@@H]2CC=C(C(=O)O)[C@H](c3cccc(Cl)c3)N2S(=O)(=O)c2ccc(C)cc2)cc1	0	0.3	9	3	-0.1	-6	3	4	3	0.2
CC(=O)N1c2ccc(S(=O)(=O)NC(CC(=O)O)c3ccc(Br)cc3)cc2CC1C (stereo not drawn)	-3	1.5	6	2	-0.4	-5	1	-4	-4	-1.0
Cc1ccc(NC(=S)NNC(=O)c2c(Cl)c(C)nn2C)cc1	0	0.4	-2	-2	-0.1	-8	-2	1	-6	-0.5
COc1ccc(CCN(C)Cc2ccc(OC)c(OCc3ccccc3)c2)cc1OC	-3	·	2	3	-0.9	-8	1	-95	2	-0.2
COc1cccc(C(=O)Nc2cc(C)on2)c1OC	-8	-0.5	3	-2	-0.1	-15	12	-6	-3	-0.1
S=c1[nH]nc(-c2ccco2)n1/N=C/c1ccccc1Cl	0	0.5	3	-3	-0.1	6	6	12	-7	-0.4
Cc1cc(C(=O)COC(=O)C2=COCCO2)c(C)n1-c1ccc2c(c1)OCO2	-3	-0.3	0	1	0.1	-6	-10	5	11	0.0
COc1cc2nc(CN(C)Cc3ccc(F)cc3)[nH]c(=O)c2cc1OC	-4	0.4	-2	0	0.4	-9	0	10	-1	0.1
Cc1ccc(NC(=O)CC(C)N2CCCC2)cc1 (stereo not drawn)	-2	-0.9	-1	0	0.1	-3	3	17	-20	12
Cc1ccc2cccc(NC3OC(=O)c4ccccc43)c2n1 (stereo not drawn)	-4	-0.8	-2	3	-0.5	-5	-62	5	10	-1.1
CC(C)OCCCNc1nc2c(c(=O)n(Cc3ccccc3F)c(=O)n2C)n1C	-2	-0.9	4	1	0.5	-8	0	10	-9	-1.4
Cc1oc(-c2ccccc2F)nc1CS(=O)CC(=O)NCc1ccc2c(c1)OCO2 (stereo not drawn)	0	1.3	4	2	-1.0	-9	-1	-1	1	-1.0
Cn1cnnc1SCCCN1C(=O)c2cccc3cccc(c23)C1=O	-3	1.8	-28	0	-0.2	-5	2	-6	9	0.3
CCOC(=O)CCCCCC(=O)Nc1ccc2c(c1)C(=O)N([C@@H](C)CO)C[C@H](C)[C@H](CN(C)C(=O)NC(C)C)OCCCC[C@H](C)O2	0	-1.3	8	1	-1.1	·	1	3	-1	0.5
O=C(O)/C=C/C(=O)NC1CCCCCCCCCCC1	-2	-1.3	6	3	-0.6	-1	-1	-8	0	-1.5

Next results:
SMILES	MsrA act	MsrA inhibitor	SUMO1 PPI mod	STEP block	TbMetRS inhib	Scp-1 inhibitor	DNMT1 inh	CendR NRP1 mod	eLon inh	LMPTP inh
Cc1ccsc1/C=N/NC(=O)Cn1cnc2ccccc21	-7	1.4	-9	1	-0.2	-4	-2	-3	-3	-3.1
Cc1ccc(-n2nnc3c(=O)n(CC(=O)NCc4ccccc4)cnc32)cc1	1	1.0	24	33	-0.8	93*	26	-2	8	28
O=C(NCCc1ccccc1F)C1CC(O)CN1C(=O)Nc1ccccc1 (stereo not drawn)	-1	-0.6	2	-3	-0.4	-8	1	-13	-11	-3.1
O=C1c2ccccc2C(=O)N1CCCCN(C(=O)c1ccc(Cl)s1)c1ccc(Cl)cc1	-4	2.1	4	3	0.1	-14	-5	-3	2	6.7
CC(O)CNCCOc1ccccc1-c1ccccc1 (stereo not drawn)	-2	0.6	3	2	0.1	18	-1	-7	-2	-1.4
Cc1noc(C)c1NC(=O)N(C)C[C@H]1Oc2c(NC(=O)Nc3ccc4c(c3)OCO4)cccc2C(=O)N([C@H](C)CO)C[C@@H]1C	-7	-0.6	4	-1	-0.5	0	4	-4	-3	-1.3
COc1ccccc1N1CCN(C2CCCN(C(=O)CCc3cnn(C)c3)C2)CC1 (stereo not drawn)	-7	-0.6	-1	-1	-0.1	-10	2	-5	7	-0.6
COc1ccc2oc(=Nc3ccc(C(=O)O)cc3)c(C(=O)NCc3ccco3)cc2c1	-3	-0.5	65*	-3	-0.5	-9	4	-25	5	0.9
CCC(CC)NC(=O)Nc1cccc(C)c1C	-6	0.1	0	1	-0.5	-1	6	11	2	-3.5

Retrieved by structure from the entries so far, 4 records:
SMILES	MsrA act	MsrA inhibitor	SUMO1 PPI mod	STEP block	TbMetRS inhib	Scp-1 inhibitor	DNMT1 inh	CendR NRP1 mod	eLon inh	LMPTP inh
CC(O)CNCCOc1ccccc1-c1ccccc1 (stereo not drawn)	-2	0.6	3	2	0.1	18	-1	-7	-2	-1.4
COc1ccc(NC(=O)C(c2ccc(OC)cc2)N(Cc2ccco2)C(=O)CC2NC(=O)NC2=O)cc1 (stereo not drawn)	-3	-0.5	0	12	-0.4	-5	0	5	7	-0.5
Cc1ccc(NC(=O)COCC(=O)Nc2ccc(F)cc2)cc1	0	0.8	-3	-1	-0.6	-5	3	-16	-4	0.8
Cc1cc(N2CCOCC2)ccc1/C=C1/SC(=O)NC1=O	-15	4.5	-14	-6	-1.2	5	2	0	-3	-6.0
